V1R ag counter: V1a receptor agonism, counter-screen for OXTR agonists | P37288 | CHO-V1R cells, Fluo-8 calcium fluorescence, agonist mode; 0% DMSO, 100% 3 nM vasopressin | activation, % at 3 µM | actives 0.25% (n = 320,000) | AID 2797;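 active = activation above the mean activation of all tested compounds plus 3 SD, per screening run, cut at about 20% in these data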;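 note: signal is peak over basal fluorescence ratio across a 100 second FLIPR read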
GPR7 antag: antagonists of human GPR7 (neuropeptides B/W receptor 1); actives 1.1% (n = 290,000); inhibition, % at 4.4 µM; P48145; GPR7-expressing cells, fluorescence antagonist assay; in the data active = inhibition above about 16%, passing the limit was not always enough;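 note: cells stimulated with the agonist NPW; 0% = agonist with vehicle and 100% = vehicle without agonist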
NALP1 yeast inh: inhibitors of NALP1 inflammasome in yeast; S. cerevisiae NALP1/ASC/caspase-1 growth, X-gal OD620, 72 h; actives 0.61% (n = 280,000); inhibition, % at 10 µM; in the data active = inhibition mostly above about 24%, no sharp cut-off; inactive = mostly below about 32%; note: some compounds called inactive have numbers as strong as hits
MEKK2wt PB1 HTS: raises or lowers MEK5 binding to wildtype human MEKK2 PB1 domain; actives 1.1% (n = 290,000); Q9Y2U5; binding response (% of control), % at 10 µM; AID 1531; bead flow cytometry, Alexa488-MEK5 binding to MEKK2 WT; actives lie on both sides; in the data active = binding response below about 67% or above about 130%
OXTR ag: activates the human oxytocin receptor; actives 0.32% (n = 320,000); CHO-OTR cells, Fluo-8 calcium fluorescence; normalized: DMSO 0%, oxytocin 100%; activation, % at 3 µM; P30559;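 active = activation above the mean of all tested compounds plus 3 SD, cutoff set per screening run, cut at about 20% in these data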;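 note: peak over basal fluorescence ratio from a 100 s FLIPR kinetic read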
Target sequence (P30559 whole entry, looked up): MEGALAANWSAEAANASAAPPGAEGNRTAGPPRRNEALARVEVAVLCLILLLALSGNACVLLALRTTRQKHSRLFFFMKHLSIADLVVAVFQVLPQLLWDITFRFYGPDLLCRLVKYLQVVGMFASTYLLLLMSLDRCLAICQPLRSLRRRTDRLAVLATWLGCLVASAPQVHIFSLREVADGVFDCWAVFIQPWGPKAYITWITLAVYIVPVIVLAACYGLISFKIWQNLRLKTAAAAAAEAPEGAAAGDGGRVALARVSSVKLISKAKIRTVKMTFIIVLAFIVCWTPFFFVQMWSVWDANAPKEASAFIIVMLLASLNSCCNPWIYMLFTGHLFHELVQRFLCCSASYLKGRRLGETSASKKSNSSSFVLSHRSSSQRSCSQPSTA
GalR3 antag: antagonists of human GalR3. HEK293 GalR3-CNG cAMP membrane potential fluorescence; galR3 body fused to GalR1 C-terminus. actives 0.44% (n = 360,000). inhibition, % at 3 µM. O60755;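 active = inhibition above the screen-wide average plus 3 SD, cut at about 13% in these data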;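 note: forskolin and galanin both at EC90 stimulate the cells; cAMP rise reported by CNG channel membrane potential dye signal; 0% = forskolin plus galanin with DMSO and 100% = forskolin alone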
Target sequence (O60755 1-299 limits assumed): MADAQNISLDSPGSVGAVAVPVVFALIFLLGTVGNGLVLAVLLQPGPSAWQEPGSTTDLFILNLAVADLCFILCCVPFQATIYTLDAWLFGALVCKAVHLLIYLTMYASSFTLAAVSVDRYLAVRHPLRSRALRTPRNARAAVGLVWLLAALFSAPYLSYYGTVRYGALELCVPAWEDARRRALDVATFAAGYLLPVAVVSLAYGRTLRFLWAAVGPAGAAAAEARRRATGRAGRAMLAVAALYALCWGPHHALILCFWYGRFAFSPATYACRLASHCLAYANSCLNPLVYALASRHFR
MEKK3 PB1 HTS: raises or lowers MEK5 binding to the human MEKK3 PB1 domain; bead-based flow cytometry, Alexa488-MEK5 binding to MEKK3; actives lie on both sides; 0 = blocked by unlabeled MEK5, 100 = vehicle; Q99759; actives 1.4% (n = 290,000); binding response (% of control), % at 10 µM;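 active = binding response more than 3 SD above or below the average of its plate-row segment, actives on both sides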;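 note: Alexa488 bead fluorescence after subtracting the streptavidin-only scavenger bead signal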
MEKK2 mut-MEK5: signal of MEK5 binding to mutant human MEKK2 PB1 domain | bead flow cytometry, Alexa488-MEK5 binding to MEKK2 mutant | AID 1530 | percent response, % at 10 µM | actives 0.35% (n = 290,000); in the data active = percent response above about 24%, passing the limit was not always enough; note: inactives centre near 1; some results filed as inactive read as strong as hits; reference of the scale not given here
PHOSPHO1 block: inhibitors of human PHOSPHO1 phosphatase. actives 1.1% (n = 290,000). recombinant PHOSPHO1, absorbance phosphatase assay. inhibition, % at 13.3 µM; in the data active = inhibition above about 60%
Target sequence (Q8TCT1 whole entry, looked up): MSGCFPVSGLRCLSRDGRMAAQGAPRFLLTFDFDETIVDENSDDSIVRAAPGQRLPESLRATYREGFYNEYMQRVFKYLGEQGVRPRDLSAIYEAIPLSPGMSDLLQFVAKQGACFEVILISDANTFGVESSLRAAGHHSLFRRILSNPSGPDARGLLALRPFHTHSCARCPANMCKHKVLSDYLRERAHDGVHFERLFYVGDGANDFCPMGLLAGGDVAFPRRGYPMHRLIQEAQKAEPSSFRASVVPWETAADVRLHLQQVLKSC
* marks the source's active call; other numbers are inactive results; x = no result given. Rows are unselected. About 5.4% of those tested had a hit in this group.

SMILES	V1R ag counter	GPR7 antag	NALP1 yeast inh	MEKK2wt PB1 HTS	OXTR ag	GalR3 antag	MEKK3 PB1 HTS	MEKK2 mut-MEK5	PHOSPHO1 block
Cc1cccc(NC(=O)CSc2nnc([C@H](C)NC(=O)OC(C)(C)C)o2)c1C	1.9	-17	-2	100	1.1	-3	103	3	16
Cc1cc(C)c(NC(=O)c2cccs2)c(C)c1NC(=O)c1cccs1	-0.2	5	-9	102	-1.1	-7	102	11	8
CCn1c(SCC(=O)N2CCN(c3cccc(Cl)c3)CC2)nc2ccccc2c1=O	0.6	1	-59	103	-1.8	-11	104	4	17
CC1CN(C(=O)c2cccc(C(=O)N3CC(C)OC(C)C3)c2)CC(C)O1 (configuration not stated)	1.7	-4	-10	x	1.6	-1	x	x	11
COc1ccc(N=Cc2ccc(-c3ccccc3)o2)cc1	-0.6	-7	1	96	-0.3	-6	100	-9	40
C/C=C1\COC(C(=O)NCc2ccccc2)(C(F)(F)F)C=C1C=C(C)C (configuration not stated)	-1.8	x	x	105	-2.6	-6	108	2	x
CC(C(=O)NC1CCCc2ccccc21)N1CCN(c2ccc(F)cc2)CC1 (configuration not stated)	0.0	-13	27	97	0.3	-4	100	4	-6
NC(=O)c1c(NC(=O)c2ccccc2F)sc2c1CCCC2	-2.1	3	16	101	-2.2	-13	105	1	34
NC(=O)CSc1nc(-c2ccccc2)nc2c1CCCC2	-0.4	-11	1	91	2.9	0	97	-6	-2
O=C(Cn1cnc2ccccc2c1=O)NCC(=O)N1CCOCC1	0.2	-2	0	105	0.1	0	101	6	-5
Cc1nc2cc(N)ccc2n1-c1ccccc1	1.0	4	2	117	0.3	0	116	4	24
COc1cccc(CNc2ccc(F)c(Cl)c2)c1O	2.0	0	x	104	4.5	-5	103	3	x
CCc1ccc(N(C(C)=O)C2C=CS(=O)(=O)C2)cc1 (configuration not stated)	1.3	-11	24	108	0.3	-3	106	3	22
C#CCOCCOCCOCCNc1nc(N2CCN(C(=O)[C@H]([C@@H](C)CC)n3cc([C@@H](N)CC(C)C)nn3)CC2)nc(N2CCN(C(=O)[C@H](CCCCN)n3cc([C@@H](N)CC(C)C)nn3)CC2)n1	-0.7	4	16	151*	0.5	x	105	23	43
CC(CNS(=O)(=O)c1ccccc1)Sc1nncn1C (configuration not stated)	-0.6	-20	-1	105	0.6	-1	102	8	0
CCc1ccc(NC(=O)CS(=O)CC(=O)NCCCc2ccccc2)cc1 (configuration not stated)	-0.8	14	2	98	-1.7	3	98	-1	19
Cn1c(=O)[nH]c(=O)c2c1nc1n2CC(COc2ccc3ccccc3c2)O1 (configuration not stated)	1.2	-13	x	99	2.5	3	102	-3	32
N#Cc1c(/N=C/c2cccnc2)sc2c1CCCC2	-0.3	-3	18	94	-0.9	-4	91	-5	20
O=C1C(=C2CCCCC2)SC(=S)N1Cc1ccco1	-1.2	-1	-5	87	0.0	-3	89	-8	70*
Cc1[nH]n(-c2cccc(Cl)c2)c(=O)c1/C=N/n1c(C)nc2ccccc2c1=O	1.8	-6	3	115	0.1	1	120	3	17
O=C(Nc1ccc2c(c1)OCO2)c1cc(-c2ccccc2Cl)on1	-0.5	3	21	101	-0.4	-8	103	-3	8
COCCNC(=O)Cn1cc(C(=S)N2CCCCC2)c2ccccc21	-0.1	24*	11	94	-0.8	6	89	-6	-155
C/C(=N\NC(=O)c1ccc2c(c1)OCO2)c1ccc(C(=O)O)s1	0.6	-7	13	89	-1.6	-4	94	-8	21
CC1CN(C(=O)/C=C/c2ccccc2Cl)CC(C)O1 (configuration not stated)	-0.4	-9	3	102	-0.8	-9	103	2	-16
COCCn1nnnc1C(c1cc2cc(C)ccc2[nH]c1=O)N1CCCCCC1 (configuration not stated)	0.2	-2	20	124	-0.7	x	101	13	92*

3 of the compounds above, bar-delimited.
mol | V1R ag counter | GPR7 antag | NALP1 yeast inh | MEKK2wt PB1 HTS | OXTR ag | GalR3 antag | MEKK3 PB1 HTS | MEKK2 mut-MEK5 | PHOSPHO1 block
CC(CNS(=O)(=O)c1ccccc1)Sc1nncn1C (configuration not stated) | -0.6 | -20 | -1 | 105 | 0.6 | -1 | 102 | 8 | 0
CCc1ccc(NC(=O)CS(=O)CC(=O)NCCCc2ccccc2)cc1 (configuration not stated) | -0.8 | 14 | 2 | 98 | -1.7 | 3 | 98 | -1 | 19
O=C(Cn1cnc2ccccc2c1=O)NCC(=O)N1CCOCC1 | 0.2 | -2 | 0 | 105 | 0.1 | 0 | 101 | 6 | -5

Next part
SMILES	V1R ag counter	GPR7 antag	NALP1 yeast inh	MEKK2wt PB1 HTS	OXTR ag	GalR3 antag	MEKK3 PB1 HTS	MEKK2 mut-MEK5	PHOSPHO1 block
O=C1OCCC/C1=C\c1ccc2c(c1)OCO2	0.8	-5	-4	103	0.2	-8	97	3	-34
CCC(=O)N/C(=N\OCc1ccc(F)cc1)c1nonc1NC(=O)CC	-0.9	-13	-2	95	0.0	-3	96	-2	24
CC(Sc1ccccc1)C(=O)N1CCN(S(=O)(=O)c2cccc(Br)c2)CC1 (configuration not stated)	3.4	6	23	104	-0.2	-6	98	6	35
O=C(Nc1ccc(S(=O)(=O)Nc2cnc3ccccc3n2)cc1)c1ccccc1Br	2.2	-8	16	102	1.5	-9	105	1	11
CCN(CC)CCN1C(=O)C(O)=C(C(=O)c2cccs2)C1c1ccccn1 (configuration not stated)	-0.1	-7	-7	103	0.5	-6	95	3	43
CC(C)(C)C(=O)Nc1cccc(-c2nc3ccccc3c(=O)o2)c1	-0.1	-3	8	107	0.2	-1	107	8	30
Clc1ccc(-c2nnc(NCc3ccccc3)c3ccccc23)cc1	0.5	3	26	107	-2.2	-10	96	-2	-4
Cc1c(C(=O)O)sc2ncn(C)c(=O)c12	-0.5	-19	x	118	0.6	6	118	7	-7
COc1ccc(NC(=O)CSc2nnc(Cn3cnc4ccccc43)n2C)cc1	0.4	-13	-2	100	0.2	-1	109	12	-4
O=C(CNC(=S)N(Cc1ccc(F)cc1)C1CCCCC1)NCCN1CCOCC1	1.0	4	2	103	1.0	1	104	0	-33
C=CCNc1nc(-c2ccccc2)nc(-n2ccnc2)n1	-1.1	-14	2	100	-1.9	-6	104	-2	1
O=C(NCCN1CCCC1=O)C1CCC(=O)N(CCc2ccc(Cl)cc2)C1 (configuration not stated)	-0.1	6	32*	91	-0.6	-5	96	-9	46
COc1cccc(C(=O)NCc2cccnc2)c1	0.8	-3	30	101	-0.3	-3	102	0	-22
CCOc1cccc(C(=O)NC(=S)Nc2cccc(C)c2)c1	0.0	-14	33	105	-1.1	-5	130*	0	-4
CCC(C)[C@@H](C(=O)Nc1ccc2c(c1)OCO2)N1Cc2ccccc2C1=O (some centres not stated)	-1.7	-10	-18	106	-2.1	-4	107	3	17
COCCn1nnnc1C(c1ccc(OC)cc1)N1CCC(C)CC1 (configuration not stated)	-0.8	-3	17	100	-0.5	-1	103	9	-21
CCNC(=O)Nc1nc2ccccc2s1	0.3	-2	-4	x	0.8	-3	x	x	-4
CN(C)CCCn1c(SCc2ccc(Cl)cc2)nnc1-c1ccncc1	0.0	-8	10	109	-0.5	-9	106	9	18
O=C(O)COc1ccc(/C=C/C(=O)c2ccc3ccccc3c2)cc1	-0.7	-1	8	102	0.2	x	102	-1	36
CCCNC(=O)Cn1cnc2sc(C(=O)NCCCN3CCOCC3)c(C)c2c1=O	-0.1	-11	22	103	0.7	-10	99	1	38
CCN(CC)CCN(C(=O)c1c(F)cccc1F)c1nc2cc(C)cc(C)c2s1	-0.8	6	9	136	0.2	-10	106	15	-11
COCCNC(=O)CN1CCN(Cc2cccc(Cl)c2)C1=O	0.2	-3	33	116	0.7	-2	112	16	18
CC(C)c1cc(NCc2ccccn2)n2c(nc3ccccc32)c1C#N	-0.2	5	-21	90	-1.6	-2	84	-7	20
CCOC(=O)c1ccc(NC(=O)C(=O)NCC2CCCO2)cc1 (configuration not stated)	0.7	-14	-3	102	-0.7	10	101	9	43
Cc1nc(-c2nnc(SCC(=O)Nc3cc(C(F)(F)F)cc(C(F)(F)F)c3)n2C)cs1	-0.2	-2	x	81	-1.9	-9	87	-8	8

Next section; it opens with the 3 that closed the last part.
SMILES	V1R ag counter	GPR7 antag	NALP1 yeast inh	MEKK2wt PB1 HTS	OXTR ag	GalR3 antag	MEKK3 PB1 HTS	MEKK2 mut-MEK5	PHOSPHO1 block
CC(C)c1cc(NCc2ccccn2)n2c(nc3ccccc32)c1C#N	-0.2	5	-21	90	-1.6	-2	84	-7	20
CCOC(=O)c1ccc(NC(=O)C(=O)NCC2CCCO2)cc1 (configuration not stated)	0.7	-14	-3	102	-0.7	10	101	9	43
Cc1nc(-c2nnc(SCC(=O)Nc3cc(C(F)(F)F)cc(C(F)(F)F)c3)n2C)cs1	-0.2	-2	x	81	-1.9	-9	87	-8	8
Cc1c(/C=C/C(=O)c2cccs2)cnn1C	0.3	-15	-16	101	0.3	1	98	1	3
N#Cc1nc(-c2ccccc2F)oc1N1CCN(C(=O)c2ccco2)CC1	1.1	0	1	106	-0.4	-2	102	3	9
COc1ccc(NC(=O)CN2CCN(C3c4ccccc4-c4ccccc43)CC2)c(OC)c1	-0.5	-18	-3	100	-0.1	-1	102	13	-14
COc1ccc(-n2c(SC(CN3CCCCC3)CN3CCCC3=O)nc3ccccc3c2=O)cc1 (configuration not stated)	0.3	-4	10	113	-0.7	-6	102	6	42
CSc1cccc(CN2CCCC(CNC(=O)c3ccc(F)cc3)C2)c1 (configuration not stated)	-0.1	-12	6	114	0.5	-3	100	18	27
O=C(c1nn(-c2ccccc2)c(=O)c2ccccc12)N1CCN(c2ncccn2)CC1	-0.1	-2	5	94	-1.9	-2	103	-5	34
Cc1cc(OC(C)C(=O)NC(Cc2c[nH]c3ccc(O)cc23)C(=O)O)c2c(C)cc(=O)oc2c1 (configuration not stated)	0.2	-3	9	104	0.9	-2	102	2	14
CCCCCn1c(SCC(=O)OCC)nc2cc(C(=O)N3CCC(C(N)=O)CC3)ccc2c1=O	0.4	3	-6	100	-0.3	-1	101	0	-4
O=C(O)CN1c2cccc3cccc(c23)S1(=O)=O	-0.2	-7	16	89	0.4	0	99	-4	-2
COc1cccc(OCc2nnc(SCC(=O)NCc3ccco3)n2C)c1	0.5	-16	3	91	0.4	-4	90	-5	8
Cc1ccc(C(=O)N2CCN(c3ccc([N+](=O)[O-])c(NCc4cccnc4)c3)CC2)cc1	-2.2	-14	32	98	-2.5	1	103	1	-2

5 compounds drawn at random from the list so far, as already listed:
SMILES	V1R ag counter	GPR7 antag	NALP1 yeast inh	MEKK2wt PB1 HTS	OXTR ag	GalR3 antag	MEKK3 PB1 HTS	MEKK2 mut-MEK5	PHOSPHO1 block
Cc1cc(OC(C)C(=O)NC(Cc2c[nH]c3ccc(O)cc23)C(=O)O)c2c(C)cc(=O)oc2c1 (configuration not stated)	0.2	-3	9	104	0.9	-2	102	2	14
O=C(O)CN1c2cccc3cccc(c23)S1(=O)=O	-0.2	-7	16	89	0.4	0	99	-4	-2
N#Cc1nc(-c2ccccc2F)oc1N1CCN(C(=O)c2ccco2)CC1	1.1	0	1	106	-0.4	-2	102	3	9
CSc1cccc(CN2CCCC(CNC(=O)c3ccc(F)cc3)C2)c1 (configuration not stated)	-0.1	-12	6	114	0.5	-3	100	18	27
CCCCCn1c(SCC(=O)OCC)nc2cc(C(=O)N3CCC(C(N)=O)CC3)ccc2c1=O	0.4	3	-6	100	-0.3	-1	101	0	-4
